Screening data (PubChem BioAssay)
4-MU autofl: qHTS Assay for Spectroscopic Profiling in 4-MU Spectral Region. compound autofluorescence, 340/450 nm, 4-MU equivalents; hits give high values. 59,000 compounds, 11% hits. max dye-equivalent concentration, M; in the data active = max dye-equivalent concentration above about 10 nM; inconclusive = mostly about 1.1 nM to 9.6 nM
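Compounds in 100 mM Tris, pH 8.0, incubated 15 min at room temperature, then fluorescence read at 340 nm excitation/450 nm emission. Signal converted to 4-MU dye-equivalent concentration using an on-plate six-point 4-MU standard curve.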
Caspase-1 inhib: qHTS Assay for Allosteric/Competitive Inhibitors of Caspase-1. P29466. Caspase-1 enzyme, Ac-WEHD-AFC fluorogenic rate. Potency, µM (highest dose often 57.5 µM), without a hit: at the top dose activity change, negative = inhibition, usual class: inhibitors. 75,000 compounds, 0.03% hits. AID 900, 2007;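 note: potency is the fitted concentration of half-maximal effect; plate controls were vehicle for no effect and no substrate for full effect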
HEK293 cAMP ctrl: qHTS Assay for Agonists of the Thyroid Stimulating Hormone Receptor: Activators of Intracellular cAMP Concentrations in Parental HEK 293. parental HEK293 CNG cAMP sensor, membrane potential fluorescence. Potency, µM (titrated, usually from 57.1 µM), inactives show top-dose activation, hits mostly activators. 73,000 compounds, 2.5% hits; note: potency is the fitted concentration of half-maximal effect; % of control where 0% means no effect; nearly all actives have a fitted effect of over 55% in size
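Parental HEK 293 cells stably expressing a cAMP-gated CNG channel were loaded with membrane potential dye containing 100 uM RO 20-1724 for 60 min. Compound added for 30 min; depolarization read as fluorescence intensity at 590 nm.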
Casp7 inh: qHTS Assay for Allosteric/Competitive Inhibitors of Caspase-7 | recombinant caspase-7, Ac-DEVD-AFC fluorescence rate | 75,000 compounds, 0.02% hits | Potency, µM (series often up to 57.5 µM), inactives show top-dose activity change, negative = inhibition, usual class: inhibitors | AID 889, 2007 | P55210; active = well fitted inhibition curve with a large enough effect in the main read-out, with a control signal flat, not every such curve was filed as active; inconclusive = small, poorly fitted or top-dose-only effect, or a change in a side signal; note: potency is the fitted concentration of half-maximal effect; % of control where 0% means no effect
Target sequence (P55210 24-198 limits assumed): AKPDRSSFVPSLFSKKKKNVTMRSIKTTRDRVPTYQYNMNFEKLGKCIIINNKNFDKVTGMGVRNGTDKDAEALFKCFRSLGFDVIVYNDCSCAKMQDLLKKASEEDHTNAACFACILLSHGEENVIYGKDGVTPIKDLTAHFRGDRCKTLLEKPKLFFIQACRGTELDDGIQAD
Target sequence (P55210 207-303 limits assumed): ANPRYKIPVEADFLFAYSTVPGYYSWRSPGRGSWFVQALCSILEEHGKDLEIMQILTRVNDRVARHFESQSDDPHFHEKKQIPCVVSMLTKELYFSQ
A350 autofl: qHTS Assay for Spectroscopic Profiling in A350 Spectral Region; Compound autofluorescence, 340/450 nm, Alexa 350 dye-equivalents; hits give high values; max dye-equivalent concentration, M; 59,000 compounds, 11% hits; AID 590, 2007; in the data active = max dye-equivalent concentration above about 10 nM; inconclusive = mostly about 1.1 nM to 9.6 nM
Fluorescein autfl: qHTS Assay for Spectroscopic Profiling in Fluorescein Spectral Region; Compound autofluorescence, 480/540 nm, fluorescein-equivalent; hits give high values; max fluorescein-equivalent concentration, M; 59,000 compounds, 0.91% hits; AID 593, 2007; in the data active = max fluorescein-equivalent concentration above about 10 nM; inconclusive = between about 1.1 nM and that limit
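In this qHTS profile, compound fluorescence was measured with a 480 nm/540 nm filter pair following a 15-min room-temperature incubation in 100 mM Tris (pH 8.0). A six-point fluorescein series on each plate served for normalization.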
Rhodamine fluor: qHTS Assay for Spectroscopic Profiling in Rhodamine Spectral Region; Rhodamine-region fluorescence, 547/598 nm, Tris buffer; hits give high values; max dye-equivalent concentration, M; 59,000 compounds, 0.05% hits; AID 594, 2007; in the data active = max dye-equivalent concentration above about 11 nM; inconclusive = between about 1.1 nM and that limit
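Intensities are converted to rhodamine-equivalent concentration using a six-point rhodamine standard on each plate. Compounds sit 15 min at room temperature in 100 mM Tris buffer, pH 8.0; read uses the 547/598 nm excitation/emission pair.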
FLuc inh: qHTS Assay for Inhibitors of Firefly Luciferase. 72,000 compounds, 2.2% hits. purified firefly luciferase, luminescence, 8 min. Potency, µM (top dose mostly 57.1 µM), for inactives: at the top dose activity change, negative = inhibition, usual class: inhibitors; note: potency is the fitted concentration of half-maximal effect; % is set by controls: 0 for no effect and ±100 for the full control effect; nearly all actives have a fitted effect of over 40% in size
Target sequence (P08659 whole entry, looked up): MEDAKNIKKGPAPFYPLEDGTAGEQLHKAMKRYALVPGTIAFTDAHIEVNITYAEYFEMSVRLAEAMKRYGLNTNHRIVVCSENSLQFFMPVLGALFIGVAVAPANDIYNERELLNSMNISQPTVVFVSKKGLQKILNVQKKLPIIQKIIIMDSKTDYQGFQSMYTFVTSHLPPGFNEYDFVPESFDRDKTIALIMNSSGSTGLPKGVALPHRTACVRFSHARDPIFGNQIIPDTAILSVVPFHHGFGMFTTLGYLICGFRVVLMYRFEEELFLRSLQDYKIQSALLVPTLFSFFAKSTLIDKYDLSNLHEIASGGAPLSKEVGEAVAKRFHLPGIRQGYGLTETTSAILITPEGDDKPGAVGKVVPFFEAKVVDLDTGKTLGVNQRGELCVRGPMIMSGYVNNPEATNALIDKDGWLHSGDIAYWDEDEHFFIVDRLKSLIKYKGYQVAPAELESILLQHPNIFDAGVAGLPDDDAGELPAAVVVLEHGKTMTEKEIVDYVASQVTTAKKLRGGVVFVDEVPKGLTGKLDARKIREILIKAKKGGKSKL
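Substrate buffer containing 10 uM ATP (pH 7.2 imidazole, Mg2+, KCl, detergent, BSA) is dispensed, compound pinned in, then luciferase/luciferin detector mix added. After 8 min at ambient temperature, light output is measured.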
Tau filament bind: qHTS Assay for Tau Filament Binding; Microtubule-associated protein tau (Homo sapiens), P10636; recombinant tau filaments, thioflavin S fluorescence, 15 h; filaments grown with octadecylsulfate alongside compound; Potency, µM (series often up to 57.1 µM), for inactives: at the highest dose activity change, negative = inhibition; 71,000 compounds, 2% hits;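 note: potency is the fitted concentration of half-maximal effect; % is set by controls: 0 for no effect and ±100 for the full control effect; actives lower thioflavin S fluorescence by blocking filaments or displacing dye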
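His-tagged recombinant human tau (exons 2, 3 and 10 included), 1 uM, was induced to fibrillize by 30 uM sodium octadecylsulfate with compound present. After 15 h at 37 C, thioflavine S fluorescence (ex 450, em 510 nm) was read.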
TexasRed autofl: qHTS Assay for Spectroscopic Profiling in Texas Red Spectral Region; Compound fluorescence, Texas Red channel, 547/618 nm; hits give high values; 59,000 compounds, 0.06% hits; max dye-equivalent concentration, M; in the data active = max dye-equivalent concentration above about 10 nM; inconclusive = between about 1.1 nM and that limit
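Compound titrations in 100 mM Tris pH 8.0 were incubated 15 min at room temperature and read at 547 nm excitation / 618 nm emission. Texas Red six-point standard curve on each plate converted fluorescence to dye-equivalent concentration.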
ERK AVP block: qHTS Assay for Inhibitors of the ERK Signaling Pathway using a Homogeneous Screening Assay | HEK293-V1b, vasopressin-stimulated pERK AlphaScreen | Potency, µM (top dose mostly 57.5 µM), for inactives: at the highest dose activity, negative = inhibition, actives largely listed as inhibitors | AID 995, 2007 | 72,000 compounds, 0.99% hits; note: potency is the fitted concentration of half-maximal effect; % is set by controls: 0 for no effect and ±100 for the full control effect; nearly all actives have a fitted effect of over 55% in size
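HEK293 cells stably expressing V1b receptor, preincubated 30 min at 37 °C with compound, then stimulated 5 min with 25 nM vasopressin. Phospho-ERK by AlphaScreen SureFire after 5 h RT; normalized to DMSO and vasopressin; AC50 by Hill fit.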
Starred values were filed as active, the others as inactive; i = inactive; ? = inconclusive; / = no result given; [ ] = another dose, or the depositor's remark. Unless noted, calls come from the whole dose curve; as a rule, active = well fitted curve in the direction sought with a large enough effect; inconclusive = small, poorly fitted or top-dose-only effect, or another doubt; inactive = no such curve, though single readings can be large; an effect the other way counts as inactive or inconclusive. A portion of the library; the hit share may differ from the screen's.

entry	Structure	4-MU autofl	Caspase-1 inhib	A350 autofl	ERK AVP block	Tau filament bind	TexasRed autofl
1	CCOC(=O)c1c(C(=O)OCC)c(C)n(N2C(=O)CSC2=S)c1C	i	1%	i	15%	-8%	i
2	COc1ccc(CNC(=O)C2CCCN2S(=O)(=O)c2ccccc2)cc1 (stereo not given)	/	-1%	/	-18%	11%[11.4 µM]	/
3	COc1ccc(C(=O)N2CCC[C@@]3(CCN(c4ccccn4)C3)C2)cc1	i	1%	i	11%	4%	i
4	COCCn1c(=O)[nH]c2cc(C(=O)NCCN3CCN(c4cccc(Cl)c4)CC3)ccc2c1=O	?	-2%	?	6%	4%	i
5	Cc1cccc(N2CCN(C(=O)CCn3c(=S)[nH]c4cc5c(cc4c3=O)OCO5)CC2C)c1 (stereo not given)	i	-1%	i	43%[activator]	16%	i
6	O=C1CSC(=S)N1/N=C\c1ccc(Cl)c([N+](=O)[O-])c1	i	2%[11.5 µM]	i	-11%[11.5 µM]	4µM*	i
7	Cn1nccc1C(=O)Nc1ccc(OC(=O)c2ccnn2C)cc1	i	1%	i	19%	2%	i
8	COC(=O)c1cccc(NC(=O)C2C3CCC(C3)C2C(=O)O)c1 (stereo not given)	i	-1%	i	-18%	-11%	i
9	C=CCNc1ncnc2c1cnn2-c1ccc(Cl)cc1	/	-1%	/	/	165%	/
10	Cc1cnc(C(=O)Nc2ccc(F)c(F)c2)cn1	i	0%	i	6%	-3%	?
11	CCOC(=O)C1CCCN(C(=O)C2CCN(Cc3nc(-c4ccc(Cl)cc4)oc3C)CC2)C1 (stereo not given)	i	0%	i	-2%	57%	i
12	C=CCNC(=O)C1CC(=O)N(c2ccc(OCC(=O)Nc3ccc(C)cc3)cc2)C1 (stereo not given)	i	-7%	i	1%	92%	i

entry	HEK293 cAMP ctrl	Fluorescein autfl	Casp7 inh	FLuc inh	Rhodamine fluor
1	11%	i	-2%	2%	i
2	4%[11.4 µM]	/	1%	-8%	/
3	23%	i	1%	-1%[11.4 µM]	i
4	20%	i	0%	2%	i
5	16%	i	0%	3%	i
6	5%[11.4 µM]	i	-12%[11.5 µM]	3%[11.4 µM]	i
7	8%	i	2%	-2%	i
8	8%	i	1%	0%	i
9	-3%	/	1%	2.5µM*	/
10	2%	i	1%[0.00368 µM]	-2%	i
11	?	i	0%	0%	i
12	-12%	?	-3%	2%	i

Molecules shown so far with two or more sulfur atoms (2):
entry	Structure	4-MU autofl	Caspase-1 inhib	A350 autofl	ERK AVP block	Tau filament bind	TexasRed autofl
1	CCOC(=O)c1c(C(=O)OCC)c(C)n(N2C(=O)CSC2=S)c1C	i	1%	i	15%	-8%	i
6	O=C1CSC(=S)N1/N=C\c1ccc(Cl)c([N+](=O)[O-])c1	i	2%[11.5 µM]	i	-11%[11.5 µM]	4µM*	i

entry	HEK293 cAMP ctrl	Fluorescein autfl	Casp7 inh	FLuc inh	Rhodamine fluor
1	11%	i	-2%	2%	i
6	5%[11.4 µM]	i	-12%[11.5 µM]	3%[11.4 µM]	i

The list continues:
entry	Structure	4-MU autofl	Caspase-1 inhib	A350 autofl	ERK AVP block	Tau filament bind	TexasRed autofl
13	Cc1cccc(Nc2nc(N)nc(CN3CCN(c4ccccc4)CC3)n2)c1	i	-1%	i	-24%	-22%	i
14	Cn1c(=O)c2c(nc(OCc3cccnc3)n2Cc2ccccc2)n(C)c1=O	i	/	i	/	/	i
15	Oc1ccccc1CNCCCNCc1ccccc1O	i	0%	i	12%	?	i
16	COc1ccc(OC)c(NC(=O)N[C@@H](Cc2ccccc2)C(=O)O)c1	i	-2%	i	-11%	5%	i
17	Cc1cc(NC(=O)CCCC(=O)OCC(F)(F)C(F)F)cc(C)c1C(=O)O	i	1%	i	17%	3%	i
18	CNC(=O)c1nnn(-c2ccccc2)c1C(=O)NC	i	-2%	i	-7%	3%	i
19	Cc1cc(C)cc(OCC(=O)NC2=NCCS2)c1	i	0%	i	-11%	-1%	i
20	S=c1[nH]nc(-c2cccnc2)n1Cc1ccccc1	i	3%	i	-9%	-4%	i
21	O=C(Cc1ccccc1)Nc1ccc(CN2CCOCC2)cc1	i	0%	i	-10%	-3%	?
22	CN1C(=O)C(O)(CC(=O)c2ccccc2O)c2cc(Br)ccc21 (stereo not given)	/	2%	/	4%	-2%	/
23	CCOc1ccc(C(=O)Nc2c3c(nn2-c2ccc(F)cc2)CS(=O)C3)cc1 (stereo not given)	i	2%	i	-1%	7%	i
24	CN1CCN(S(=O)(=O)c2ccc(Cc3ccc(S(=O)(=O)N4CCN(C)CC4)cc3)cc2)CC1	i	0%	i	2%	-2%	i

entry	HEK293 cAMP ctrl	Fluorescein autfl	Casp7 inh	FLuc inh	Rhodamine fluor
13	17%	i	-2%	1%	i
14	/	?	/	-1%[25.5 µM]	i
15	19%	?	0%	-1%	i
16	-4%	?	-1%	2%	i
17	13%	i	0%	-1%	i
18	6%	?	1%	4%	i
19	1%	i	0%	-2%	i
20	5%	i	0%	1%	i
21	3%	i	-1%	-25%	i
22	3%	/	0%	-6%	/
23	15%	i	2%	0%	i
24	4%	i	-3%	2%	i

Other results follow:
entry	Structure	4-MU autofl	Caspase-1 inhib	A350 autofl	ERK AVP block	Tau filament bind	TexasRed autofl
25	CC(=O)CC(=O)Nc1cccc2c1CCCC2	/	1%	/	-2%	-4%	/
26	CCOC(=O)N1CCN(C(=O)CSc2nnc(-c3cc(OC)cc(OC)c3)o2)CC1	i	0%	i	19%	0%	i
27	O=C(CC(c1ccco1)S(=O)(=O)c1ccccc1)c1ccc(F)cc1 (stereo not given)	?	/	?	/	/	i
28	O=C(O)C1CCCN1c1ncnc2c1oc1ccccc12 (stereo not given)	i	1%	i	-3%	-4%	i
29	Cn1c(=O)cc(OCCCC(=O)N2CCN(c3ccccc3)CC2)c2ccccc21	i	2%	i	17%	19%	i
30	COc1cccc(CSCC(=O)O)c1	i	0%[11.5 µM]	i	9%[11.5 µM]	-1%[11.4 µM]	i
31	Cc1ccc2nc(C)cc(OCC(=O)O)c2c1	i	2%	i	12%	10%	i
32	Nc1nc2sc3c(c2cc1C(=O)N1CCOCC1)CCCC3	/	-3%	/	?	-3%[11.4 µM]	/
33	COc1ccccc1-c1nccc(NC2CCNCC2)n1	i	1%	i	2%	-11%	i
34	CCCNC(=O)c1cc(-c2ccc(O)cc2)on1	/	-1%	/	-7%	-3%	/
35	CC(C)CC1(C)NC(=O)N(CC(=O)NC(=O)Nc2ccc3c(c2)OCCO3)C1=O (stereo not given)	i	3%	i	8%	2%	?
36	COc1cccc(N2CC(C(=O)NC3CCCCC3)CC2=O)c1 (stereo not given)	i	0%	i	0%	2%	i

entry	HEK293 cAMP ctrl	Fluorescein autfl	Casp7 inh	FLuc inh	Rhodamine fluor
25	27%	/	0%	-7%	/
26	-2%	i	1%	-2%	i
27	/	?	/	-20%[25.5 µM]	i
28	15%	i	-1%	0%	i
29	9%	i	0%	3%	i
30	12%[11.4 µM]	i	2%[11.5 µM]	3%[11.4 µM]	i
31	0%	i	0%	0%	i
32	5%[11.4 µM]	/	-2%	?	/
33	12%	?	0%	1%[2.29 µM]	i
34	4%	/	-1%	-20%	/
35	16%	?	0%	-4%	i
36	10%	i	1%	-2%	i

Some values from the list:
cpd 35 in ERK AVP block has 8%
cpd 8 in Caspase-1 inhib has -1%

Other entries follow.
entry	Structure	4-MU autofl	Caspase-1 inhib	A350 autofl	ERK AVP block	Tau filament bind	TexasRed autofl
37	CCOC(=O)c1cccc(NC(=O)CSc2nnnn2C)c1	i	1%	i	22%	1%	i
38	CCCC1CC(C)(C(=O)Cn2[nH]c(=O)ccc2=O)OC1=O (stereo not given)	i	1%	i	8%	0%	i
39	COc1ccc(OC)c(S(=O)(=O)NCc2cn3cccc(C)c3n2)c1	i	3%	i	15%	13%	?
40	CCC1(C)COC2(OC1)C(=O)Nc1ccccc12 (stereo not given)	i	3%	i	-10%	-8%	i

entry	HEK293 cAMP ctrl	Fluorescein autfl	Casp7 inh	FLuc inh	Rhodamine fluor
37	5%	i	1%	2%	i
38	7%	i	0%	-1%	i
39	13%	i	-2%	1%	i
40	6%	i	0%	1%	i

Looked up by compound from the entries so far:
entry	Structure	4-MU autofl	Caspase-1 inhib	A350 autofl	ERK AVP block	Tau filament bind	TexasRed autofl
40	CCC1(C)COC2(OC1)C(=O)Nc1ccccc12 (stereo not given)	i	3%	i	-10%	-8%	i
37	CCOC(=O)c1cccc(NC(=O)CSc2nnnn2C)c1	i	1%	i	22%	1%	i

entry	HEK293 cAMP ctrl	Fluorescein autfl	Casp7 inh	FLuc inh	Rhodamine fluor
40	6%	i	0%	1%	i
37	5%	i	1%	2%	i
